PglD inh – C. jejuni PglD acetyltransferase inhibitors, primary screen, biochemical, DTNB colorimetric, single point. 0.098% of 360,000 active. purified PglD enzyme, DTNB colorimetric CoA detection. UDP-N-acetylbacillosamine N-acetyltransferase PglD (Campylobacter jejuni). inhibition, % at 12.5 µM; in the data active = inhibition above about 16%, passing the limit was not always enough; also: strong numbers were not always called active
ARNT-TACC3 inh – disruptors of ARNT/TACC3 protein interaction, primary screen, biochemical, AlphaScreen, single concentration; Transforming acidic coiled-coil-containing protein 3 (Homo sapiens), Q9Y6A5; 0.66% of 390,000 active; AlphaScreen His-ARNT PAS-B/GST-TACC3 binding, luminescence; TACC3 fragment carries E629A point mutation; inhibition, % at 9.99 µM;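 active = mean inhibition of replicates at least 50% and at least half of replicates each reaching 50%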;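 also: 0% = complete ARNT plus TACC3 wells and 100% = ARNT alone without TACC3; many hits fall short of the cut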
INS-1E GSIS act – GLuc luminescence reporter in INS-1E cells, primary screen for activators of glucose-dependent secretion of insulin | INS-1E GLuc reporter insulin secretion, 2-3 h | activation, % at 16.6 µM | 0.61% of 370,000 active | AID 743287, 2014;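 active = lowest replicate activation of at least 40%, so every replicate reaches that level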;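 also: 0% = median of neutral control wells and 100% = median of IBMX positive control wells; some compounds called inactive have numbers as strong as hits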
C2C12 statin – suppressors of statin myotoxicity in C2C12 myotubes, primary screen, cell-based, single point, plate reader. C2C12 myotubes + simvastatin, ATP luminescence, 48 h; scaled: DMSO 0, geranylgeraniol control 100. rescue of ATP level, % at 7.49 µM. 0.78% of 330,000 active;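 active = mean ATP rescue above about 67%, or every replicate alone reaching that limit, limit read from the data, passing the limit was not always enough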;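 also: myotubes were challenged with 10 µM simvastatin during compound exposure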
LGR2 inh – inhibitors of bursicon-induced LGR2 CRE-luciferase signal, primary screen, cell-based, HEK293, CRE-luciferase reporter, bursicon stimulation; Drosophila bursicon receptor LGR2 (rickets); bursicon-stimulated, 4 h; inhibition, % at 9.99 µM; 0.35% of 380,000 active;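 active = drop in luminescence signal, shown as inhibition above about 50% in the replicate tests, limit read from the data, passing the limit was not always enough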;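 also: agonist challenge used bursicon conditioned medium at about half maximal strength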
Cneo AK release – Cryptococcus neoformans cell lysis inducers, primary screen, AK release luminescence, single concentration | C. neoformans lysis, adenylate kinase release luminescence, 4 h; normalised: neutral wells 0, clomiphene wells 100 | lysis activity, % at 15 µM | 0.2% of 360,000 active;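 active = mean lysis activity across replicates of at least 80%, whatever share of replicates individually reach that level; inactive = mean lysis activity below 80%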
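Test system: log-phase Cryptococcus neoformans yeast cells. Input: 5 × 10^6 yeast cells/mL. Medium: fresh YPD growth medium. Doses: single dose. Incubation: static 4 h at 37 °C with compound, 1 h detection. Measured by: luminescent adenylate kinase detection reagent. Read-out: signal increase indicating cell lysis. Benchmarks: Clomiphene.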
PAX8 reporter – inhibitors of PAX8-driven TPO luciferase reporter, primary screen, RMG-I cells, single concentration; SteadyGlo, 24 h; inhibition, % at 12.6 µM; 1.2% of 360,000 active; AID 652154, 2013;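 active = mean replicate inhibition at least 60% with every replicate also reaching 60%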;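 also: luciferase light reporting Pax8 driven TPO promoter activity; plate controls were median of neutral control wells for no effect and mitoxantrone controls for full effect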
PGC1a acetyl inh – inhibitors of PGC1a acetylation signal, primary screen, cell-based, U2OS, AlphaScreen, inhibitor mode; inhibition, % at 15.6 µM; AlphaScreen anti-acetyl-lysine; with virally co-expressed GCN5 acetyltransferase; AID 651687, 2012; 0.17% of 350,000 active;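 active = every replicate shows inhibition of at least 40%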;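 also: 0% = neutral control wells and 100% = positive control wells; some results beyond the cut were filed as inactive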
Starred values were filed as active, the others as inactive; / = no result given.

SMILES	PglD inh	ARNT-TACC3 inh	INS-1E GSIS act	C2C12 statin	LGR2 inh	Cneo AK release	PAX8 reporter	PGC1a acetyl inh
CC(C)c1ccc(CN(C)CC(O)c2ccccc2)cc1 (stereo not given)	/	-24.1	9.4	/	9.6	/	-15.1	0.9
COc1ccc(CN(C(=O)Cc2c[nH]c3ccccc23)C(C(=O)NC2CCCCC2)c2ccc(C)o2)cc1 (stereo not given)	-2.5	-2.5	/	6.4	/	1.9	/	-5.6
CCCC(=O)Nc1ccc2oc(-c3cccnc3)nc2c1	8.8	-1.1	/	/	/	-2.0	/	-1.1
CC(C)NC(=O)N(C)C[C@H]1Oc2ccc(NC(=O)Nc3ccccc3)cc2CC(=O)N([C@H](C)CO)C[C@@H]1C	10.7	-3.3	0.4	-0.9	-10.6	-0.5	-31.9	1.6
COc1cccc(CC(=O)N2CCCC(CCC(=O)N3CCN(c4ccccn4)CC3)C2)c1 (stereo not given)	-3.5	-8.7	-2.1	9.7	-7.0	-5.1	12.0	-6.1
Cc1noc(C)c1NC(=O)N[C@H]1CC[C@@H](CCNC(=O)C2CCCCC2)O[C@H]1CO	-1.0	-7.5	13.2	-0.5	-19.0	3.0	6.2	6.9
COc1ccc(NC(=O)N2CC(=O)N3[C@@H](CO)[C@@H](c4ccc(-c5ccc(C)cc5)cc4)[C@@H]3C2)cc1	/	/	-17.0	/	2.5	/	17.2	-9.6
CC(Oc1ccc(F)cc1)C(=O)Nc1cccc(-c2nn[nH]n2)c1 (stereo not given)	-6.5	/	-6.8	3.8	13.6	-0.2	/	/
Cc1ccc(S(=O)(=O)Nc2ccc3c(c2)C(=O)N([C@@H](C)CO)C[C@H](C)[C@H](CN(C)C(=O)NC2CCCCC2)O3)cc1	-0.7	18.4	14.9	-0.1	0.7	0.3	12.7	2.7
COc1cccc(-c2c(-c3cc(OC)cc(OC)c3)n(C)c3ccc(-c4ccc(OC)nc4)cc23)c1	3.7	-8.8	/	-38.3	8.4	0.1	-24.0	/
Cc1ccccc1S(=O)(=O)N1CC(=O)N2[C@H](C1)[C@H](c1ccc(C#CCC(C)C)cc1)[C@@H]2CO	/	/	-19.2	/	5.7	/	41.6	2.9
CC1CCC2(CC1)NC(=O)N(CC(=O)Nc1ccc3[nH]c(=O)[nH]c3c1)C2=O (stereo not given)	0.4	-1.3	6.8	4.7	6.1	1.5	-5.2	-2.1
Cc1nn(-c2ccccc2)c(Cl)c1/C=N/NC(=O)CNC(=O)c1ccccc1Cl	/	-6.3	-11.9	2.2	-11.3	/	4.9	3.5
O=[N+]([O-])c1cc(CS(=O)(=O)Oc2ccc(Cl)cc2)c(O)c([N+](=O)[O-])c1	/	-3.2	1.4	/	-2.4	/	1.0	/
COc1ccc(-c2ccc(C(c3c(C)[nH][nH]c3=O)c3c(C)[nH][nH]c3=O)o2)c([N+](=O)[O-])c1	/	4.2	-8.0	/	-44.3	/	9.9	-9.9
CC1(c2nnc(-c3ccc(Cl)cc3)o2)CC(c2c(Cl)cccc2Cl)=NO1 (stereo not given)	3.5	-3.4	3.9	8.7	15.8	-3.2	-15.1	2.2
Cc1ccccc1OCCC(=O)Nc1ccc(S(=O)(=O)N2CCCC2)cc1	2.3	/	-12.6	-3.3	-6.3	-0.6	17.8	-0.3
C[C@@H]1CN([C@H](C)CO)C(=O)c2cc(NS(C)(=O)=O)ccc2O[C@@H](C)CCCCO[C@H]1CN(C)S(=O)(=O)c1ccc(Cl)cc1	-4.4	-3.4	1.7	-17.1	1.2	3.0	-23.9	3.3
COc1ccc([C@@H]2C[C@@H](c3ccccc3)Oc3cc(OC)c(OC)c(OC)c32)cc1	-3.8	-1.9	5.8	-1.6	7.6	0.8	-22.3	-3.7
COc1ccc(OC)c(NC(=O)c2cnn(-c3ccccc3)c2C)c1	5.9	-3.1	10.9	-5.9	-16.2	-0.9	-2.6	/
CCOC(=O)N(Cc1ccccc1)C(C(=O)O)C(C(=O)O)N(Cc1ccccc1)C(=O)OCC (stereo not given)	1.3	-5.1	9.4	7.9	-9.1	2.1	/	-5.6
Cc1cc2c(ncn2C)c(NS(=O)(=O)c2ccc(Cl)cc2)c1C	0.8	/	3.6	13.4	5.0	-3.9	19.4	-2.2
CSc1n[nH]c(=O)n1-c1ccc(Cl)cc1	/	36.3	17.4	/	-5.3	/	-4.6	/
CCOC(=O)c1nnn(-c2ccccc2)c1C	-1.7	-7.4	/	-20.8	/	-0.8	-9.4	9.6
NC(=O)COC(=O)c1sc2ccccc2c1Cl	3.6	-1.2	/	-0.5	1.4	-0.7	-18.2	/
COc1cccc(-n2c(=O)c3sccc3n(CC(=O)NC3CCCCC3)c2=O)c1	-3.3	7.8	6.7	7.7	5.6	2.4	-3.7	/
Oc1ccc(/C=N/Nc2ncnc3nc[nH]c23)cc1	6.4	7.3	15.6	-5.4	9.4	-0.7	17.8	0.5
Cc1ccc(C(=O)O[C@H](C(=O)O)[C@H](OC(=O)c2ccc(C)cc2)C(=O)O)cc1	-0.2	-6.2	0.2	18.0	17.5	-1.8	-8.9	-1.8
Cc1ccc2nc(NC(=O)Cc3cccs3)sc2c1	3.0	3.5	-17.1	15.9	-62.6	3.0	/	-14.5
COc1cccc(NC(=O)Nc2ccc3c(c2)N(C)C(=O)CS3)c1	1.8	4.9	/	3.9	/	-6.8	-46.5	4.2
Cc1ccc(S(=O)(=O)NCC(=O)NC2CC2)cc1	5.1	-4.7	8.2	0.0	-8.0	-1.9	9.1	/
C[C@H]1CN([C@@H](C)CO)C(=O)Cc2cc(NC(=O)C3CCCCC3)ccc2O[C@@H]1CN(C)C(=O)Nc1ccccc1	-0.3	-1.7	14.4	3.3	1.5	-3.4	5.3	/
CCNC(=O)C1CCCN(C(=O)c2ccc3c(c2)CCO3)CC1 (stereo not given)	-2.7	/	-2.5	0.2	8.5	0.2	-1.6	/
CC(C)CC#Cc1cnc2c(c1)C(=O)N([C@H](C)CO)C[C@H](C)[C@H](CN(C)C(=O)C1CCOCC1)O2	-0.6	-2.3	11.0	6.1	3.6	2.9	/	8.8
CC(C)(C)C(=O)Nc1nnc(COc2ccc(Cl)cc2)s1	/	-2.9	-9.7	/	-16.2	/	-3.0	/
CCN1[C@@H]2c3ccc(-c4ccncc4)c(=O)n3C[C@@H]2[C@@H](CO)[C@@H]1C(=O)NCc1ccccc1	-1.6	2.4	2.7	0.1	3.2	-2.6	6.6	7.3
Cc1ccnc(NC(=O)c2cccc(S(=O)(=O)N3CCOCC3)c2)c1	-5.1	3.4	16.3	-7.3	-72.4	1.0	-26.8	-10.6
OCCNc1nc(Nc2cc(Cl)ccc2OC2CCCC2)nc(N2CCCC2)n1	-1.3	4.2	25.4	8.9	-5.0	0.1	6.7	/
NC(=O)C1CCCN(C(=O)c2cccc(S(=O)(=O)N3CCCCCC3)c2)C1 (stereo not given)	0.5	5.5	10.5	-15.7	0.8	-1.0	-6.8	-1.3
CCOCCCNC(=O)C1CCCN1C(=O)NC1CCCCC1 (stereo not given)	-2.6	-7.6	/	2.2	/	2.4	/	-5.7
O=C(CCN1C(=O)C2C3CCC(C3)C2C1=O)Nc1ccccc1Cl (stereo not given)	-8.4	0.5	-3.7	/	-12.0	0.9	7.6	/
CCC(=O)Nc1ccccc1C(=O)OCC(=O)Nc1ccc(S(N)(=O)=O)cc1	30.8*	-14.1	-5.0	-13.0	/	-2.1	/	53.4
COCC(=O)N1[C@H](CO)[C@@H](c2ccc(C3=CCCCC3)cc2)[C@@H]1C#N	5.7	-15.4	16.6	-6.3	-3.3	5.5	-13.1	0.5
CC(C)c1ccc(O)c(NC(=O)c2cncc(Br)c2)c1	3.0	-1.6	/	1.6	/	0.0	/	11.2
CN1c2ccc(Br)cc2[C@H]2[C@H](CCN2C(=O)Nc2ccc(F)cc2)[C@H]1CO	1.7	1.0	-8.9	20.6	13.5	53.6	-8.9	1.3
CCOC(=O)C1Nc2ccc(C(=O)O)cc2C2C=CCC12 (stereo not given)	-5.1	9.3	15.1	2.2	19.2	1.1	-7.6	15.4
COc1ccc(C(=O)NCCC(C)C)cc1S(=O)(=O)N1CCOCC1	2.3	-11.3	/	10.2	/	-1.6	4.3	-0.7
Cc1cccc(C)c1NC(=O)Cn1c(=O)c2cccn2c2ccccc21	-6.2	-5.1	4.7	-3.2	0.0	6.3	1.1	10.7
COCC(C)NC(C(=O)Nc1ccc(Cl)c([N+](=O)[O-])c1)c1ccccc1 (stereo not given)	-5.1	-3.1	-12.2	-2.4	16.8	0.5	2.6	-1.2
C[C@H](CO)N1C[C@H](C)[C@@H](CN(C)C(=O)Nc2ccc(F)cc2)OCc2ccccc2-c2c(n(C)c3ccccc23)C1=O	6.2	26.8	9.7	/	27.1	-1.7	100.1*	-1.0
(continued)
SMILES	PglD inh	ARNT-TACC3 inh	INS-1E GSIS act	C2C12 statin	LGR2 inh	Cneo AK release	PAX8 reporter	PGC1a acetyl inh
COc1ccc(NS(=O)(=O)c2cc(NC(=O)COc3ccccc3)ccc2N2CCOCC2)cc1	-6.0	-2.4	-26.9	-3.0	-0.2	1.5	35.9	2.4
C/C=C/c1ccc2c(c1)O[C@H](CN(C)C(=O)C1CCCCC1)[C@@H](C)CN([C@H](C)CO)S2(=O)=O	0.5	11.1	-17.2	-2.1	-1.0	-3.6	-16.8	-1.9
CC(NC(=O)COC(=O)C1CC1C)c1cccc(Cl)c1 (stereo not given)	1.6	-6.9	-9.5	1.6	12.0	-1.3	3.3	1.5
O=C(CSc1nc2scc(-c3cccs3)c2c(=O)n1CCc1ccccc1)N1CCCC1	2.1	-16.0	/	0.5	12.3	1.0	1.4	1.0
C[C@H](CO)N1C[C@H](C)[C@H](CN(C)CC2CC2)Oc2ccc(NS(=O)(=O)c3cccs3)cc2CC1=O	0.2	-2.4	11.4	-0.1	1.0	2.2	/	2.7

Quoted from above, 8 compounds:
SMILES	PglD inh	ARNT-TACC3 inh	INS-1E GSIS act	C2C12 statin	LGR2 inh	Cneo AK release	PAX8 reporter	PGC1a acetyl inh
Cc1cccc(C)c1NC(=O)Cn1c(=O)c2cccn2c2ccccc21	-6.2	-5.1	4.7	-3.2	0.0	6.3	1.1	10.7
COCC(C)NC(C(=O)Nc1ccc(Cl)c([N+](=O)[O-])c1)c1ccccc1 (stereo not given)	-5.1	-3.1	-12.2	-2.4	16.8	0.5	2.6	-1.2
C[C@H](CO)N1C[C@H](C)[C@@H](CN(C)C(=O)Nc2ccc(F)cc2)OCc2ccccc2-c2c(n(C)c3ccccc23)C1=O	6.2	26.8	9.7	/	27.1	-1.7	100.1*	-1.0
COc1ccc(NS(=O)(=O)c2cc(NC(=O)COc3ccccc3)ccc2N2CCOCC2)cc1	-6.0	-2.4	-26.9	-3.0	-0.2	1.5	35.9	2.4
C/C=C/c1ccc2c(c1)O[C@H](CN(C)C(=O)C1CCCCC1)[C@@H](C)CN([C@H](C)CO)S2(=O)=O	0.5	11.1	-17.2	-2.1	-1.0	-3.6	-16.8	-1.9
CC(NC(=O)COC(=O)C1CC1C)c1cccc(Cl)c1 (stereo not given)	1.6	-6.9	-9.5	1.6	12.0	-1.3	3.3	1.5
O=C(CSc1nc2scc(-c3cccs3)c2c(=O)n1CCc1ccccc1)N1CCCC1	2.1	-16.0	/	0.5	12.3	1.0	1.4	1.0
C[C@H](CO)N1C[C@H](C)[C@H](CN(C)CC2CC2)Oc2ccc(NS(=O)(=O)c3cccs3)cc2CC1=O	0.2	-2.4	11.4	-0.1	1.0	2.2	/	2.7
